# BLM helicase inh: qHTS Assay for Inhibitors of Bloom's syndrome helicase (BLM). recombinant BLM DNA unwinding, fluorescence dequenching. Potency, µM (series often up to 56.1 µM), without a hit: at the highest dose activity change, negative = inhibition, usual class: inhibitors. 350,000 compounds, 0.2% hits;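 note: plate controls were vehicle for no effect and no enzyme for full effect; nearly all actives have a fitted effect of over 35% in size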
# Pol kappa inh: qHTS for Inhibitors of Polymerase Kappa; 400,000 compounds, 0.53% hits; Potency, µM (top dose mostly 107 µM), for inactives: top-dose activity, negative = inhibition, hits mostly inhibitors; DNA polymerase kappa (Homo sapiens), Q9UBT6; purified Pol kappa, fluorescent DNA synthesis assay, 10 min; AID 588579, 2011; note: % is set by controls: 0 for no effect and ±100 for the full control effect
#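 50 nM final substrate added after 15 min RT preincubation of 10 nM Pol kappa with compound; fluorescence read at 0 and 10 min.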
# JMJD2A Tudor: qHTS Assay for Inhibitors of JMJD2A-Tudor Domain | AID 504339, 2011 | 390,000 compounds, 4.4% hits | Lysine-specific demethylase 4A (Homo sapiens), O75164 | AlphaScreen JMJD2A-Tudor / H3K4me3 peptide binding | Potency, µM (titrated, usually from 114 µM), without a hit: at the highest dose activity change, negative = inhibition, most hits filed as inhibitors; note: % is set by controls: 0 for no effect and ±100 for the full control effect; nearly all actives have a fitted effect of over 50% in size
# Pol eta inh: qHTS for Inhibitors of Polymerase Eta | DNA polymerase eta (Homo sapiens), Q9Y253 | recombinant Pol eta, fluorescent DNA replication assay | Potency, µM (top dose mostly 114 µM), for the others: top-dose activity change, negative = inhibition, usual class: inhibitors | 390,000 compounds, 1.2% hits; note: % is set by controls: 0 for no effect and ±100 for the full control effect
# Target sequence (Q9Y253 whole entry, looked up): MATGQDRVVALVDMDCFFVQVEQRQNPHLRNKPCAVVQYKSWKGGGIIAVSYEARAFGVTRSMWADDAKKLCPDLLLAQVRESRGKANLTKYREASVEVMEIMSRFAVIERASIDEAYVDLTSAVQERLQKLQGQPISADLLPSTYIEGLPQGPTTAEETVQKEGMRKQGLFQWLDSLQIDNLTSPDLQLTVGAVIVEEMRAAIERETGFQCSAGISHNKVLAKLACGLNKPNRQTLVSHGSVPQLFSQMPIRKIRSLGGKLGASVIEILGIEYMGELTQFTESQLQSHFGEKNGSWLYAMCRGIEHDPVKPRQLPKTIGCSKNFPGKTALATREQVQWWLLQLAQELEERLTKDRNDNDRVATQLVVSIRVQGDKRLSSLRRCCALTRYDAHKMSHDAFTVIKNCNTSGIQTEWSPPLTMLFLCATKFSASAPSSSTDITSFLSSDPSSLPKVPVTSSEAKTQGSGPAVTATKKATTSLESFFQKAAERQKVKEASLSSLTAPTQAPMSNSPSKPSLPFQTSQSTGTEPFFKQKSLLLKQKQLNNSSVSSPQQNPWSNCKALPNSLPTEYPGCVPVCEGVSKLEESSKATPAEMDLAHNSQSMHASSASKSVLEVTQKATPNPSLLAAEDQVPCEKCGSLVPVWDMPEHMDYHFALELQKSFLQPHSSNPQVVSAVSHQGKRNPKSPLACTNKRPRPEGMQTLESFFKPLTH
#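 Fluorescent replication assay: 50 nM final substrate added after a 15 min room-temperature compound preincubation with 10 nM enzyme. Signal taken at 0 min and again at 10 min.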
# BAZ2B block: qHTS Assay for Inhibitors of BAZ2B. AID 504333, 2011. Bromodomain adjacent to zinc finger domain protein 2B (Homo sapiens), Q9UIF8. Potency, µM (series often up to 114 µM), inactives show at the highest dose activity change, negative = inhibition, actives largely listed as inhibitors. AlphaScreen BAZ2B-H3K14Ac peptide displacement. 360,000 compounds, 4.4% hits; note: % is set by controls: 0 for no effect and ±100 for the full control effect; nearly all actives have a fitted effect of over 60% in size
#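 Multi-concentration screen (max 110 uM) measuring displacement of acetylated histone H3 peptide from BAZ2B by AlphaScreen, using 50 nM protein, 50 nM peptide and 10 ug/mL streptavidin donor plus Ni-chelate acceptor beads.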
# Pol iota inh: qHTS for Inhibitors of Polymerase Iota | DNA polymerase iota (Homo sapiens), Q9UNA4 | 390,000 compounds, 1% hits | Pol iota fluorescent replication assay, 10 min | Potency, µM (top dose mostly 115 µM), for inactives: top-dose activity, negative = inhibition, hits mostly inhibitors
#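 Pol iota at 10 nM preincubated 15 min with compounds at room temperature; reaction started with fluorescent substrate, 50 nM final. Fluorescence read kinetically at 0 and 10 min; buffer-only wells as negative control.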
# Pol beta inh: qHTS Assay for Inhibitors of DNA Polymerase Beta | P06746 | Potency, µM (titrated, usually from 114 µM), for the others: top-dose activity change, negative = inhibition, most hits filed as inhibitors | 340,000 compounds, 1.3% hits | Pol beta primer extension/strand displacement, fluorescence kinetic; note: % is set by controls: 0 for no effect and ±100 for the full control effect
#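 Pol beta (10 nM) and compounds were preincubated 15 min at room temperature, then 50 nM substrate (final) started primer extension/strand displacement. Reads were taken at 0 and 10 min; concentration-response data were fitted to a four-parameter Hill equation.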
# G9a inh: qHTS Assay for Inhibitors of Histone Lysine Methyltransferase G9a; Potency, µM (doses to about 102 µM), for inactives: top-dose activity, negative = inhibition, usual class: inhibitors; 350,000 compounds, 8.8% hits; Histone-lysine N-methyltransferase EHMT2 (Homo sapiens), Q96KQ7; G9a H3K9 monomethylation, AlphaScreen, 2 h; note: % is set by controls: 0 for no effect and ±100 for the full control effect; nearly all actives have a fitted effect of over 75% in size
#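 Compounds were preincubated with 20 nM G9a for 15 min, after which biotinylated H3K9 peptide (500 nM) and SAM (20 uM) started a 2 h room-temperature reaction. Monomethylated product was quantified by antibody-based AlphaScreen chemiluminescence.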
# APEX1 inh: qHTS Assay for Inhibitors of the Human Apurinic/apyrimidinic Endonuclease 1 (APE1) | AID 2517, 2012 | DNA repair nuclease/redox regulator APEX1 (Homo sapiens), P27695 | recombinant APE1, TAMRA/BHQ-2 abasic DNA cleavage fluorescence | 350,000 compounds, 0.35% hits | Potency, µM (titrated, usually from 65.8 µM), inactives show at the highest dose activity change, negative = inhibition, hits mostly inhibitors;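 note: plate controls were vehicle for no effect and reference inhibitor for full effect; nearly all actives have a fitted effect of over 55% in size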
# Target sequence (P27695 whole entry, looked up): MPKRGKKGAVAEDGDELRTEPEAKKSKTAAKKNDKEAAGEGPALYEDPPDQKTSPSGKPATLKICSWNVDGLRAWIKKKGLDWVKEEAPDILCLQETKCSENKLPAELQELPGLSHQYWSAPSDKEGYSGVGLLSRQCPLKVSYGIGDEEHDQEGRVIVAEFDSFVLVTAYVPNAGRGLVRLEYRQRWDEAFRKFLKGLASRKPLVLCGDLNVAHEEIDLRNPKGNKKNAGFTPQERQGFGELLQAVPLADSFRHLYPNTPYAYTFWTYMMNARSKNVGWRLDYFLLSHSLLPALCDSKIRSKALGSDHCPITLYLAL
#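 Activity was derived from the fluorescence gain between first and third kinetic reads (60 s intervals, ex 525/em 598 nm) after 50 nM THF-abasic TAMRA/BHQ-2 duplex was added to 0.75 nM APE1 preincubated 15 min with compound.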
# Numbers without * were called inactive; ? = inconclusive; / = not tested or not shown; [ ] = another dose, or the depositor's remark. Calls come from the whole dose curve; as a rule, active = well fitted curve in the direction sought with a large enough effect; inconclusive = small, poorly fitted or top-dose-only effect, or another doubt; inactive = no such curve, though single readings can be large; an effect the other way counts as inactive or inconclusive. Potency is the fitted concentration of half-maximal effect. The list is partial; rates above refer to the full screens.
1. Cc1c(C(=O)N(C)C2CCCCC2)sc2ncnc(N3CCN(c4ccccc4)CC3)c12
2. CCOC(=O)N1CCC(NC(=O)CCS(=O)(=O)c2ccc3c(c2)CCN3C(C)=O)CC1
3. Cc1cccc(C)c1NC(=O)C1(N(Cc2ccco2)C(=O)c2ccccn2)CCCC1
4. CCOC(=O)N1CCN(C(=O)C2CCN(C(=O)c3cc(OC)cc(OC)c3)CC2)CC1
5. O=C(COC(=O)CNC(=O)C1CCCCC1)Nc1ccc(Cl)cn1
6. CC1(C)CC(NNCCC#N)=CC(=[N+]2CCCC2)C1
7. CCOC(=O)C1CCN(CC(=O)NC(=O)NC2CCCCC2)CC1
8. COc1ccc2oc(=O)c(-c3nc(-c4ccc(C)c(C)c4)cs3)cc2c1
compound no.,1,2,3,4,5,6,7,8
BLM helicase inh,-7%,-1%,2%,0%,-1%,3%,-3%,-4%
Pol iota inh,-21%,-2%,-6%,28%,1%,44%[activator],106%[activator],0%
Pol kappa inh,0%,1%,-1%,-11%,-12%,-13%,-16%,-7%[60.1 µM]
Pol eta inh,-21%,-2%,-10%,-20%,1%,-11%,-7%,-15%
Pol beta inh,-29%,0%,0%,0%,-12%,20%,-11%,-20%
BAZ2B block,?,0%,-19%,-11%,-15%,-27%,-6%,37%
APEX1 inh,40%,-4%,-1%,0%,-7%,38%,2%,/
G9a inh,5%,20%[0.501 µM],-40%[59 µM],5%[59 µM],-26%[59 µM],40µM*,26%[59 µM],91%[activator][59 µM]
JMJD2A Tudor,-35%,0%,13%,-3%,-11%,-14%[11.4 µM],3%,36%[activator]

9. Fc1ccc(-n2ncc3c(NCCCc4ccccc4)ncnc32)cc1
10. COC(=O)c1cc(OC)c(OC)cc1NC(=O)c1ccccc1C
11. Cc1ccc(C)c(CSc2nnc(-c3cccnc3)o2)c1
12. Cc1ccc(CN(C(=O)COc2ccc([N+](=O)[O-])cc2)c2ccccn2)o1
13. CCN(CC(=O)Nc1ccc2c(c1)OCCO2)C(=O)c1ccc([N+](=O)[O-])s1
14. CC(=O)N1c2ccc(S(=O)(=O)NCC3CCC(C(=O)N(C)Cc4ccccc4)CC3)cc2CC1C (stereo not given)
15. CCOC(=O)C1CCN(c2c(N(C)Cc3ccco3)c(=O)c2=O)CC1
16. Cc1cc(C)n2cc(CSc3ccccn3)nc2n1
compound no.,9,10,11,12,13,14,15,16
BLM helicase inh,-8%,-4%,-2%,-2%,/,-3%,3%,-1%
Pol iota inh,-16%,-1%,-10%[58.9 µM],21%,36%,9%,-1%,20%
Pol kappa inh,-15%[60.1 µM],-4%,-15%,-13%,4%,-3%,-13%,0%
Pol eta inh,-8%,-5%,0%,-16%,-22%,-4%,-11%,-13%
Pol beta inh,-5%,2%,?,-8%,/,-5%,-28%,5%
BAZ2B block,0%,-16%,49%[activator],?,-34%,-14%,14%,-3%
APEX1 inh,/,-6%,-2%,/,40%,22%,-1%,17%
G9a inh,18%[59 µM],8%,3%[59 µM],-4%[59 µM],-36%[12.7 µM],3%,-8%,?
JMJD2A Tudor,-6%,-7%,-3%,-13%,-14%,-21%,-14%,3%

# Reprinted from the entries so far (2 entries):
15. CCOC(=O)C1CCN(c2c(N(C)Cc3ccco3)c(=O)c2=O)CC1
16. Cc1cc(C)n2cc(CSc3ccccn3)nc2n1
compound no.,15,16
BLM helicase inh,3%,-1%
Pol iota inh,-1%,20%
Pol kappa inh,-13%,0%
Pol eta inh,-11%,-13%
Pol beta inh,-28%,5%
BAZ2B block,14%,-3%
APEX1 inh,-1%,17%
G9a inh,-8%,?
JMJD2A Tudor,-14%,3%

# Further entries follow.
17. O=C(COC(=O)c1ccccc1Nc1ccccc1)NCc1ccccc1Cl
18. Cn1c(=O)c2c(ncn2CC(=O)OCC(=O)Nc2sccc2C(N)=O)n(C)c1=O
19. Cc1cccc(N2C(=O)N3[C@H](c4ccc(Br)cc4)[C@@H]4C(=O)N(C(C)(C)C)C(=O)[C@@H]4[C@]3(Cc3ccc(Cl)cc3)C2=O)c1
20. Cc1ccc(N(CC(N)=O)C2SC(=O)N(Cc3cccc(C(=O)O)c3)C2=O)cc1 (stereo not given)
21. CC1CN(S(=O)(=O)c2cccc3cnccc23)CCN1 (stereo not given)
22. O=C(CSc1nnnn1C1CCCC1)Nc1ccc2c(c1)OCCO2
23. COC(=O)C1CCN(C(=O)N2CCOCC2)CC1
24. Cc1ccc2c(c1)C1OCCC1C1N2C(=O)C2C(C(=O)O)C3C=CC21O3 (stereo not given)
compound no.,17,18,19,20,21,22,23,24
BLM helicase inh,-1%,/,-9%,2%,/,-2%,1%,-2%
Pol iota inh,11%,?,47%[activator],7%,-5%[58.9 µM],?,6%,?
Pol kappa inh,3%,-24%,1%,6%,4%[60.1 µM],-10%,0%,-30%
Pol eta inh,-16%,?,-11%,6%,2%[57.1 µM],-7%,14%,?
Pol beta inh,-9%,/,-29%,31%,-2%[57.1 µM],?,-2%,40µM*
BAZ2B block,1%,-9%,-7%,0%,/,-4%,-5%,?
APEX1 inh,0%,8%,28%,-1%,2%,-3%,1%,?
G9a inh,-1%,19%[0.501 µM],18%,35%[12.7 µM],?,4%,12%[59 µM],-37%[2.33 µM]
JMJD2A Tudor,-7%,-21%,-7%,-7%,/,-13%,-16%,?

# Record cards (already shown). Screens in order: BLM helicase inh, Pol iota inh, Pol kappa inh, Pol eta inh, Pol beta inh, BAZ2B block, APEX1 inh, G9a inh, JMJD2A Tudor
# `Cc1ccc2c(c1)C1OCCC1C1N2C(=O)C2C(C(=O)O)C3C=CC21O3` (stereo not given) is listed as -2%, ?, -30%, ?, 40µM*, ?, ?, -37%[2.33 µM], ?
# `COC(=O)C1CCN(C(=O)N2CCOCC2)CC1` is listed as 1%, 6%, 0%, 14%, -2%, -5%, 1%, 12%[59 µM], -16%
# `Cc1cccc(N2C(=O)N3[C@H](c4ccc(Br)cc4)[C@@H]4C(=O)N(C(C)(C)C)C(=O)[C@@H]4[C@]3(Cc3ccc(Cl)cc3)C2=O)c1` is listed as -9%, 47%[activator], 1%, -11%, -29%, -7%, 28%, 18%, -7%
# `CC1CN(S(=O)(=O)c2cccc3cnccc23)CCN1` (stereo not given) is listed as /, -5%[58.9 µM], 4%[60.1 µM], 2%[57.1 µM], -2%[57.1 µM], /, 2%, ?, /
# `O=C(CSc1nnnn1C1CCCC1)Nc1ccc2c(c1)OCCO2` is listed as -2%, ?, -10%, -7%, ?, -4%, -3%, 4%, -13%

# Next part.
25. O=C(O)c1ccc(CCCc2ccccc2)cc1
26. COc1ccccc1-c1nc2ccc(Cl)cc2c(=O)n1O
27. CS(=O)(=O)N1c2ccccc2[C@@]2(Br)C[C@H]3C(=O)N[C@@H](Cc4ccccc4)C(=O)N3[C@@H]12
28. CCN1CCN(C(=S)c2ccc(OC)cc2)CC1
29. CCOC(=O)c1cc(-c2csc(-c3ccc(C(F)(F)F)cc3)n2)on1
30. C[C@H](CO)N1C[C@H](C)[C@@H](CN(C)Cc2ccc(Oc3ccccc3)cc2)Oc2c(NC(=O)C3CC3)cccc2C1=O
31. Cc1csc(NC(=O)c2ccc(S(=O)(=O)N(C)c3ccccc3)cc2)n1
32. CN(C)C(=O)c1cn(-c2ccccc2)c(=O)c2ccccc12
compound no.,25,26,27,28,29,30,31,32
BLM helicase inh,/,-4%,/,-20%,0%,/,-9%,0%
Pol iota inh,9%,-24%,-22%,45%[activator],-5%[58.9 µM],-8%,4%,5%
Pol kappa inh,-15%,-5%,9%,0%,-4%,8%,-14%,-2%
Pol eta inh,-16%,-6%,-3%,-2%,-25%,-17%,-15%,-2%
Pol beta inh,/,1%,/,0%,2%,/,30%,1%
BAZ2B block,/,-27%,/,-2%,2%,/,-32%,10%
APEX1 inh,/,28%,/,19%,0%,6%,0%,-3%
G9a inh,/,3%,/,11µM*,7%,/,?,3%[59 µM]
JMJD2A Tudor,-21%,-8%,-3%,-25%,16%,?,-16%,-9%

33. C[N+](C)(C)CCC(=O)N1C/C(=C/c2ccccc2)C(=O)/C(=C\c2ccccc2)C1
34. Nc1cc(Oc2cccnc2)cc([N+](=O)[O-])c1
35. CCCCNC(=O)NS(=O)(=O)c1cnccc1Sc1ccc(Cl)cc1
36. O=C(NCCC(c1ccccc1)c1ccccc1)c1cnc2sccn2c1=O
37. O=C(NNC(=O)c1cccc(Br)c1)Nc1ccc(Cl)cc1
38. COC(=O)c1sc(NC(=O)c2c(-c3ccccc3)noc2C)nc1C
39. O=C(CN1CCOCC1)n1c2ccccc2c2ccccc21
40. S=c1[nH]nc(-c2cc(-c3ccccc3)n[nH]2)n1/N=C/c1c(Cl)cccc1Cl
41. c1csc(-c2nn3c(Cn4cnc5ccccc54)nnc3s2)c1
compound no.,33,34,35,36,37,38,39,40,41
BLM helicase inh,/,-5%,-2%,-2%,-5%,4%,7%,-23%,0%
Pol iota inh,?,82%[activator],-9%,26%,52%[activator],0%,-3%,20µM*,43%[activator]
Pol kappa inh,-16%,2%,-2%,-1%,-9%,-15%,-10%,?,-1%[60.1 µM]
Pol eta inh,-6%,-22%,3%,-6%,15%,-1%,-16%,79µM*,-5%
Pol beta inh,/,31%,0%,-4%,?,-3%,7%,14µM*,?
BAZ2B block,/,-15%,1%[57.1 µM],-8%,-10%,-18%,7%,79µM*,2%
APEX1 inh,/,11%,1%,20%,0%,5%,-5%,-2%,2%
G9a inh,/,?,7%,12%,0%,?,?,4µM*,?
JMJD2A Tudor,-15%,-3%,-15%,-13%,13µM*,-5%,-26%,45µM*,-33%

# Screening data from PubChem.
